KDM5B inh – blocks human KDM5B histone demethylase activity. KDM5B demethylase, FDH-coupled NADH fluorescence (FDH is formaldehyde dehydrogenase). Potency, µM (series often up to 57.7 µM), inactives show top-dose activity change, negative = inhibition, usual class: inhibitors. 220,000 tested, 2.6% active. AID 1347165; active means well fitted inhibition curve with a large enough effect; inconclusive means small, poorly fitted or top-dose-only effect; inactive means no such curve, though single readings can be large or run the other way; further: 0% is about no effect; nearly all actives have a fitted effect of over 70% in size
Target sequence (Q9UGL1 whole entry, looked up): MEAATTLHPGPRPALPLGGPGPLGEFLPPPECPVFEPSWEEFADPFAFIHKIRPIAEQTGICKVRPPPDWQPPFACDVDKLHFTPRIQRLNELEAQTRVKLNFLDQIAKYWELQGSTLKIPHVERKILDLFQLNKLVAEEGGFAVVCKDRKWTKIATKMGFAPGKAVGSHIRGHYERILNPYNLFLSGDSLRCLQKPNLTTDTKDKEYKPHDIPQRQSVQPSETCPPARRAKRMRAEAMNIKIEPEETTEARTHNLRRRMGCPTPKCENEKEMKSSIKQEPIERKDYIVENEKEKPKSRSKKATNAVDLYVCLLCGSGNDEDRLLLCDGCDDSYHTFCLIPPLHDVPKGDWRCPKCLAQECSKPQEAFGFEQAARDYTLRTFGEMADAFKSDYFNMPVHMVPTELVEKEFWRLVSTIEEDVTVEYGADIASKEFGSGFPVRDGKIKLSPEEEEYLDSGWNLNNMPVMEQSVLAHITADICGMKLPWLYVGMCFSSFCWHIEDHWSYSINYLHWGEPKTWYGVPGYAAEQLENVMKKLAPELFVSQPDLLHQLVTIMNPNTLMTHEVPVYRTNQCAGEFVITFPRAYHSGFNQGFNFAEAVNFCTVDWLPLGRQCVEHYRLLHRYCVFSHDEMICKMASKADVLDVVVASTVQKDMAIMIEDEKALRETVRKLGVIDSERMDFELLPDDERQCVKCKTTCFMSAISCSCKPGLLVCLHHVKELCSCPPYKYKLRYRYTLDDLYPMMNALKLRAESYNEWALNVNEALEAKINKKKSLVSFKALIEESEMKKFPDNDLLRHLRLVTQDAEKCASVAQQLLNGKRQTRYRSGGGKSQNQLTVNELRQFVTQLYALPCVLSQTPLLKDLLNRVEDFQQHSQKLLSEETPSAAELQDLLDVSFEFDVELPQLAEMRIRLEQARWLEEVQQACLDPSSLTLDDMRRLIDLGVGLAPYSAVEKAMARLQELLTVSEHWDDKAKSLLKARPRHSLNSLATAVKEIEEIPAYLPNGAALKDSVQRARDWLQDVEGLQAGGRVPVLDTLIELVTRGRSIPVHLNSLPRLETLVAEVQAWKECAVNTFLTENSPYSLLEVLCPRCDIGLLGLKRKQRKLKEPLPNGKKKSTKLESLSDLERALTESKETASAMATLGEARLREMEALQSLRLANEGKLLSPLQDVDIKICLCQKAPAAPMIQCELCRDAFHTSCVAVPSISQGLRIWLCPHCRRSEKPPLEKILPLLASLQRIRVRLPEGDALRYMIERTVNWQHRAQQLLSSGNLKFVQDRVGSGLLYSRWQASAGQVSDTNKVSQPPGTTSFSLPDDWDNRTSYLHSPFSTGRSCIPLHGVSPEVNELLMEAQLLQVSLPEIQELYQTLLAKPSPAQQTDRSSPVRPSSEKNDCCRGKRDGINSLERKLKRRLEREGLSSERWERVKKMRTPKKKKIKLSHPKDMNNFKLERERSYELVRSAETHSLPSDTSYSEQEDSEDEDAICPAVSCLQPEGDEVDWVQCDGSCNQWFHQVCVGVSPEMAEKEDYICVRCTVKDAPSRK
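Coupled FDH/NAD⁺ fluorescence readout. KDM5BΔAP 200 nM final; compound titration, 10 min RT preincubation; substrate mix 12.5 µM H3K4me3, 25 µM 2-OG, 50 µM Fe(II), 100 µM ascorbate, 0.25 mM NAD⁺, 0.25 U/mL FDH; ΔRFU over 30 min.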
An asterisk follows results filed as active; i = inactive; ? = inconclusive; & = joins results of further samples; [ ] = another dose, or the depositor's remark. Potency means the concentration at half of the fitted maximal effect.

SMILES	KDM5B inh
CCc1ccc(S(=O)(=O)N2C[C@@H](F)C[C@H]2C(=O)N2CCOCC2)cc1	19.1%
Cc1noc(C)c1CN1CCc2nc(C(=O)Nc3cccc(C(F)(F)F)c3)oc2CC1	25.1µM*
Cn1c(CO[C@H]2CN(C(=O)C(C)(C)C)C[C@H]2F)nc2ccccc21	24.2%[86.2 µM]
Cc1ccc2c(c1)-c1onc(C(=O)N3CCN(c4cccc(C)c4C)CC3)c1CO2	4.1%
CCOC(=O)c1ccccc1Nc1cc(C)nc2nc(-c3ccco3)nn12	?
CCCn1c(C)cc(C(=O)COC(=O)Cn2cnc3c2c(=O)n(C)c(=O)n3C)c1C	13.9%
COc1ccc(-c2cn3c(n2)N(C(=O)Cc2ccccc2)CCC3)cc1	-26.9%
Cc1nn(C)c(C)c1S(=O)(=O)N1CCC2(CCC(=O)N(Cc3ccccc3)CC2)CC1	-11.6%
CCOC(=O)Cc1ccc(NC(=O)N2CC(CC)Oc3ccccc32)cc1 (stereo unspecified)	-11.4%
O=S(=O)(N[C@H]1CO[C@H]2[C@@H]1OC[C@@H]2n1nnnc1Oc1ccc(-n2ccnc2)cc1)c1cccs1	-9.6%
COc1ccc(-c2noc(CCCC(=O)Nc3cccnc3)n2)cc1OC	23.9%
CC(Nc1oc(COc2ccccc2Cl)nc1C#N)c1ccccc1 (stereo unspecified)	-9.2%
CCOc1ccccc1CN(CCc1ccc2c(c1)OCO2)Cc1cccc(OC)c1OC	?
Cc1cccnc1NC(=O)CCc1ncc(-c2ccccc2)o1	-15.3%
O[C@@H]1C[C@@H](c2nc(Cc3ccc(F)cc3Cl)no2)N(Cc2cc3ccccc3o2)C1	?
COc1cccc(/C=C/c2nc3ccccc3s2)c1OC(C)C	?
Cc1ccc(NC(=O)Nc2ccccc2)c(=O)n1CC(=O)NCCN1CCCCC1	?
O=C(c1cccs1)N1CC[C@@H]2COCCN(Cc3cccnc3)[C@@H]2C1	-15.8%
Cc1ccc2cccc(NC(=O)c3cccc4c(Br)cccc34)c2n1	-4.6%
O=C(NCCc1csc(-c2cccc(F)c2)n1)C(=O)Nc1cc(F)ccc1F	-10.9%
COC(=O)c1ccc(NC(=O)Nc2nnc(N(C)C3CCCCC3)s2)cc1	-2.0%
O=C(Cn1nc(C(F)(F)F)c2c1CCCC2)Nc1ccc(Cl)cc1	-1.1%
O=C(CCl)NNC(=O)c1c(O)c2ccccc2[nH]c1=O	?
CC(C)c1nnc(NC(=O)CCC(=O)NCCc2ccccc2)s1	19.9%
O=C(c1ccncc1)N1CCC(CCOc2ccccc2)C1 (stereo unspecified)	27.7%
COc1ccc(CN2CC[C@H]3CN(C)CC[C@H]3CC2=O)cc1	23.2%[86.2 µM]
CCOC(=O)CNc1nc2ccccc2n2c(C)nnc12	-4.5%
COc1ccc(S(=O)(=O)N(CC(=O)NC(C(C)C)C(C)C)c2ccc(F)cc2)cc1OC	-0.9%
Cc1ccc2c(c1)cc(C(=O)NCCOc1ccc(Cl)cc1)n2C	?
COCCOc1ccc(S(=O)(=O)N(C)C(C)(C)C(=O)OC)cc1	4.2%
O=C(c1ccc(F)cc1)N1CCC2(CC1)CN[S+](=O)([O-])c1cccnc1O2	?
CC(NC(=O)Cc1cccc2cccnc12)c1ccccc1 (stereo unspecified)	4.5%
Cc1ccc(C2C3=C(CC(C)(C)CC3=O)NC3=C2C(=O)c2ccccc23)cc1 (stereo unspecified)	?
COc1cccc(N2CC(C(=O)NCCNC(=O)c3cn(C)c4ccccc34)CC2=O)c1 (stereo unspecified)	18.1%
COc1cccc(CN2C(=O)CCCCC2C(=O)N(C)CCc2c(C)nn(C)c2C)c1 (stereo unspecified)	-6.7%
CCCn1nc(C(=O)Nc2ccc(S(=O)(=O)NC)cc2)c2ccccc2c1=O	-4.3%
CC(NC(=O)c1ccc(Cl)c(S(=O)(=O)N2CCCC2)c1)c1cc2ccccc2o1 (stereo unspecified)	4.4%
COc1cc(Cl)ccc1C(=O)N1CCC(N2CC3CC(C2)[C@H]2CCCC(=O)N2C3)CC1 (stereo partly specified)	?
CC(C)=C(/C(=C/CS(=O)(=O)c1ccc(C)cc1)S(=O)(=O)c1ccc(Br)cc1)S(=O)(=O)c1ccc(Br)cc1	-27.1%
COc1cc(C(=O)NC2CCN(c3cc(-c4ccc(F)cc4)[nH]n3)C2)cc(OC)c1OC (stereo unspecified)	?
CCc1nnc(NS(=O)(=O)c2ccc(NC(=O)C(c3ccccc3)c3ccccc3)cc2)s1	12.5%
COCCn1c(C)cnc1CC1CCN(C(=O)c2ccc(C)s2)CC1	3.6%
O=C(CC(Nc1ccc(Br)cc1)C(=O)O)c1ccccc1 (stereo unspecified)	?
O=C(c1cc2cc(Cl)ccc2[nH]1)N1CCCCC1	4.1%
Fc1ccc(CN2CC[C@H](c3nc4ccccc4o3)C2)cc1F	-16.0%[86.2 µM]
CC1(NC(=O)CCNC(=O)c2ccc(C(C)(C)C)cc2)CCS(=O)(=O)C1 (stereo unspecified)	-11.5%
CNC(=O)[C@@H]1CN(C(=O)c2nccc3ccccc23)C[C@H]1c1nc(COC)no1	-14.3%
O=C(Cc1cccc(F)c1)NCCC1CCN(C(=O)Nc2ccc(F)cc2)CC1	2.5%
CCN1CCN(CC(=O)N2CC(C)(C)[C@@](C)(O)C2)CC1	-17.9%
CC(C)C[C@H]1COc2ccc(Cl)cc2S(=O)(=O)N1Cc1cn(Cc2ccc(C(F)(F)F)cc2)nn1	14.7%
O=C(N[C@H](Cc1ccncc1)C1CC(O)C1)c1ccc(CO)o1 (stereo partly specified)	5.9%
Cc1oc(-c2ccc(F)cc2)nc1CN1CCC2(CCCO2)CCC1=O (stereo unspecified)	-24.7%
CC(C)(C)c1ccc(C(=O)NCCc2csc(-c3ccc(Cl)cc3)n2)cc1	?
CC(C)NC(=O)NCC1Cn2cccc2C(=O)N1Cc1ccccc1 (stereo unspecified)	-21.5%
CCN(CC)C(=O)Cn1cc(C(=O)N2CCN(c3nc4ccccc4s3)CC2)nn1	?
CCc1noc(-c2ccn3c(CNC(=O)c4cccc(F)c4)nnc3c2)n1	i
CCN(CC)C(=O)CCc1c(C)nn(-c2ccccc2C)c1Oc1cccc(F)c1	0.1%
CNC(=O)[C@@H](C1CC1)N1CCC[C@H]1C(=O)N1CCC(C)CC1	-12.2%[86.2 µM]
Cc1cc(C(=O)CSc2nc3cc(S(N)(=O)=O)ccc3n2C)c(C)n1C1CC1	10.0%
O=C(NCCc1noc(-c2ccncc2)n1)c1c2c(nc3ccccc13)CCCC2	-27.2%
The results go on.
SMILES	KDM5B inh
CC(=O)c1c(C)[nH]c(C(=O)Cn2nnc(-c3ccc(C(C)C)cc3)n2)c1C	3.4%
CCOc1ccc(C(=O)Nc2ccc3c(c2)CCC(=O)N3CC(C)C)cc1	?
CCOc1cc(C(=O)N2CCCN(c3cc(-c4ccccc4)[nH]n3)CC2)cc(OCC)c1OCC	-28.0%
Cc1cccc(N2CCN(C(=O)c3ccc4c(Cl)c5c(nc4c3)CCCC5)CC2)c1C	-18.4%
COc1ccc(CNC(=O)c2ccc(-c3ccc(N4CCSCC4)nc3)cc2)cc1	?
O=C(NC1CC1)c1ccc(NS(=O)(=O)c2ccccc2C(F)(F)F)cc1	19.1%
Cc1ccc(OC(=O)/C=C/c2cccs2)cc1	0.3%
COCCNC(=O)c1ccc2c(c1)N(C)C(CC(=O)NCC(F)(F)F)CO2 (stereo unspecified)	20µM*
Cc1cc(C(=O)O)n(C(C)(C)C)n1	12.7%
CC1CCC2(CC1)NC(=O)N(CC(=O)NCc1ccc3c(c1)OCO3)C2=O (stereo unspecified)	31.3%&15.9%
CCC(C)NC(=O)c1ccccc1NS(=O)(=O)c1cccc(C(=O)O)c1 (stereo unspecified)	?
CC(C)c1ccc(OCc2nn3c(=O)c4ccccc4nc3s2)cc1	5.2%
Cc1ccc(CNC(=O)C2CCCCC(=O)N2C)o1 (stereo unspecified)	24.8%
CC1=C(C(=O)N2CCOCC2)C(c2cc(Br)ccc2F)C2=C(CC(C)(C)CC2=O)N1 (stereo unspecified)	?
O=C(NC1CCCCC1)[C@@H]1C[C@@H](O)CN1C1CCN(C(=O)c2ccsc2)CC1	-12.9%
Cc1c(Cl)cccc1NC(=O)Cn1c(=O)n(Cc2ccco2)c(=O)c2sc3ccccc3c21	?
CCNC(=O)CN(CC)Cc1nc2ccsc2c(=O)[nH]1	-1.4%
C=CCNC(=O)C1CCN(C(=O)N2CC3CC(C2)[C@H]2CCCC(=O)N2C3)CC1 (stereo partly specified)	23.4%
Cc1ccccc1Cn1c(=O)n(CCc2ccccc2)c(=O)c2ccccc21	-22.1%
CCCCSCc1cc(C(=O)N2Cc3nnc(C)n3C(C)C2)oc1C (stereo unspecified)	-24.4%

Of the compounds above, these contain a CF3 group.
SMILES	KDM5B inh
Cc1noc(C)c1CN1CCc2nc(C(=O)Nc3cccc(C(F)(F)F)c3)oc2CC1	25.1µM*
O=C(Cn1nc(C(F)(F)F)c2c1CCCC2)Nc1ccc(Cl)cc1	-1.1%
CC(C)C[C@H]1COc2ccc(Cl)cc2S(=O)(=O)N1Cc1cn(Cc2ccc(C(F)(F)F)cc2)nn1	14.7%
O=C(NC1CC1)c1ccc(NS(=O)(=O)c2ccccc2C(F)(F)F)cc1	19.1%
COCCNC(=O)c1ccc2c(c1)N(C)C(CC(=O)NCC(F)(F)F)CO2 (stereo unspecified)	20µM*

(more compounds)
SMILES	KDM5B inh
O=C(c1ccc(F)cc1)[C@@H]1[C@H]2C(=O)[C@@H]3OC[C@@H](O3)[C@@H]12	-15.2%
Cc1ccc(-c2ccc(/C=N/Nc3ccc(S(N)(=O)=O)cc3)o2)c([N+](=O)[O-])c1	?
O=C1OC[C@@H]2CCN(Cc3cccnc3)Cc3ccc(F)cc3N12	-18.2%[86.2 µM]
COc1ccc(NC(=O)c2ccco2)cc1NC(=O)COc1ccc(C)c(C)c1	-21.0%
CCc1ccc(NC(=O)CSc2nc3c([nH]c4ccccc43)c(=O)n2-c2cccc(OC)c2)cc1	?
Fc1ccc(N=Cc2ccc3ncccc3c2)c(Cl)c1	?
C=C(C)COc1ccc2c(=O)c(-c3ccc(Cl)cc3)coc2c1	-3.0%
Cc1ccccc1C(=O)Nc1ccnn1C1CCN(CC2CC=CCC2)CC1 (stereo unspecified)	13.0%
CC(=O)c1cnc(Nc2nc(C)c3cc(C)ccc3n2)nc1C	20.5%
COc1cccc(NC(=O)N2CCC(N(C)C(C)C)CC2)c1	-1.8%
Cc1ccc(CN2CCC(CNC(=O)NC(C)C)C2)cc1C (stereo unspecified)	-3.3%
O=C(N[C@H]1C[C@H]2C(=O)Nc3cc(Cl)ccc3C(=O)N2C1)c1ccccc1	-11.1%[86.2 µM]
O=C(NCc1ccc(F)cc1)c1ccc2c(c1)nc1n2CCCCC1	-20.0%
COc1ccc(-n2ccn(CC(=O)Nc3cccc(F)c3)c2=O)cc1	0.4%
O=C(Nc1ccccc1C(=O)N1CCC(Cc2ccccc2)CC1)c1ccco1	13.2%
Cc1cc(N2CCN(C(=O)C(c3ccc(F)cc3)N(C)C)CC2)cc(C)n1 (stereo unspecified)	-19.0%
Cc1ccc(C(=O)NNC(=S)Nc2ccccc2)cc1	-1.0%
CCCSc1nc2sc3c(c2c(=O)n1Cc1ccccc1)CC(C)(CC)OC3 (stereo unspecified)	-9.3%
CN(CC1CCOC1)C(=O)c1ccco1 (stereo unspecified)	-6.8%
CC(C)Oc1cccc(-c2noc(-c3ccc(S(=O)(=O)NC4CC4)o3)n2)c1	?
Cn1cc(CN2CCN(Cc3ccccc3)CC2)ccc1=O	?
CCN(CCOC)C(=O)c1coc(COc2ccc3sc(C)nc3c2)n1	18.6%
Cc1ccccc1-c1nc(-c2ccc(Br)o2)no1	5.2%
CCCNC(=O)C(C)SCc1coc(-c2ccc(Cl)cc2)n1 (stereo unspecified)	-0.5%
CCC1CN(C(=O)N2CCC(C(=O)NCCc3ccccc3Cl)CC2)c2cc(C)ccc2O1 (stereo unspecified)	-60.7%
O=C(CSc1cccc2cccc(Cl)c12)OCc1cc(Cl)c2c(c1)OCCCO2	-17.3%
CN(C)CCNc1nc2c(c(=O)n(C)c(=O)n2C)n1Cc1ccc(Cl)cc1	?
Fc1cccc(/C=C2\CCCC3=C2NC(=S)NC3c2cccc(F)c2)c1 (stereo unspecified)	?
COc1ccc(CN2C(=O)CO[C@H](c3ccc(NC(=O)c4ccc(F)cc4)cc3)[C@H]2CO)cc1	-6.4%
O=[S+]1([O-])NCC2(CCN(Cc3ccc(OC(F)(F)F)cc3)CC2)Nc2ccccc21	-8.7%
CCOC(=O)c1ccc(NC(=O)c2csc3c2CCCC3)cc1	?
COc1cc(C#N)ccc1OC(C)C(=O)c1ccccc1 (stereo unspecified)	26.8%
CCc1cccc(C)c1Nc1c(-c2ccsc2)nc2ncccn12	8.6%
Cn1cnc2c1c(=O)n(CC(=O)Nc1ccc3c(c1)OCO3)c(=O)n2C	1.3%

Grouped by structure: the compounds so far containing two or more sulfur atoms (five)
SMILES	KDM5B inh
O=S(=O)(N[C@H]1CO[C@H]2[C@@H]1OC[C@@H]2n1nnnc1Oc1ccc(-n2ccnc2)cc1)c1cccs1	-9.6%
CC(C)=C(/C(=C/CS(=O)(=O)c1ccc(C)cc1)S(=O)(=O)c1ccc(Br)cc1)S(=O)(=O)c1ccc(Br)cc1	-27.1%
CCc1nnc(NS(=O)(=O)c2ccc(NC(=O)C(c3ccccc3)c3ccccc3)cc2)s1	12.5%
Cc1cc(C(=O)CSc2nc3cc(S(N)(=O)=O)ccc3n2C)c(C)n1C1CC1	10.0%
CCCSc1nc2sc3c(c2c(=O)n1Cc1ccccc1)CC(C)(CC)OC3 (stereo unspecified)	-9.3%

Only part of the results is shown; the hit share may differ from the screen's.
